Thrombin inh: human alpha-thrombin inhibitors, primary screen, counter-screen for coagulation protease inhibitor project, biochemical, 1536-well, fluorogenic AMC substrate | inhibition, % at 5 µM | Prothrombin (Homo sapiens), P00734 | Boc-VPR-AMC fluorogenic substrate cleavage | AID 1046, 2008 | hit rate 0.26% among 220,000;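 active = inhibition at or above 40%; inactive = inhibition below 40%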;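 also: 0% = enzyme with no compound and 100% = wells without enzyme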
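Test system: human alpha-thrombin; medium: pH 7.5 Tris-saline with Tween 20; times: reaction at room temperature; signal: AMC fluorescence at 355 nm excitation and 460 nm emission; also added: Boc-VPR-AMC substrate, 15 µM final; dosing: one concentration per compound, 5 µM, with 0.2% DMSO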
Furin inh: human furin inhibitors, primary screen, biochemical, fluorescence intensity; inhibition, % at 30 µM; purified furin, fluorogenic substrate cleavage; hit rate 0.061% among 220,000; AID 463115, 2010; in the data active = inhibition above about 25%; also: inactives centre near -15
Wee1 stabilizer: Wee1 degradation inhibitors, primary screen, cell-based, HeLa, Wee1K328M-luciferase, luminescence | HeLa Luc-Wee1K328M stability; 100% = proteasome inhibitor MG132 effect | reporter increase, % at 5 µM | hit rate 1.2% among 220,000 | AID 1321, 2008;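 active = activation above the mean of all tested compounds plus 3 SD, set per screening run, cut at about 8.8% in these data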;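 also: cells exposed to compound for 20 h before luminescence read; 0% = DMSO alone and 100% = MG132 at 30 µM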
PERK inhibitor: block of dimerizer-induced PERK translation repression, primary screen, PERK inhibitor project, CHO PERK-DD cells, SEAP luminescence, HTS. Eukaryotic translation initiation factor 2-alpha kinase 3 (Homo sapiens), Q9NZJ5. CHO PERK-DD fusion, SEAP luminescence translation reporter. inhibition, % at 5.6 µM. hit rate 0.17% among 220,000;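 active = inhibition above the mean inhibition of all tested compounds plus 3 SD, set separately per screening campaign, cut at about 2.9% in these data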;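 also: PERK kinase domain activated by AP20187 dimerizer at 100 nM; 0% = DMSO with dimerizer and 100% = rapamycin at 8.4 µM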
FXIa inh 1536: human FXIa protease inhibitors, primary screen, biochemical, 1536-well; Coagulation factor XI (Homo sapiens), P03951; purified FXIa, Boc-Glu-Ala-Arg-AMC fluorogenic substrate; inhibition, % at 5 µM; hit rate 0.14% among 220,000; AID 798, 2007;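 active = inhibition of at least 40%; inactive = inhibition below 40%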;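 also: fluorescence of freed AMC excited at 355 nm; 0% = enzyme without compound and 100% = no enzyme blank; many of its hits are not listed in these tables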
p97 ATPase inh: inhibitors of human p97 ATPase, primary screen, biochemical; Transitional endoplasmic reticulum ATPase (Homo sapiens), P55072; recombinant p97 ATPase, Kinase-Glo ATP luminescence, 3 h; inhibition, % at 8 µM; hit rate 0.42% among 220,000; AID 1481, 2009; in the data active = inhibition above about 15%;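 also: 0% = DMSO vehicle and 100% = wells lacking enzyme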
Target sequence (P55072 whole entry, looked up): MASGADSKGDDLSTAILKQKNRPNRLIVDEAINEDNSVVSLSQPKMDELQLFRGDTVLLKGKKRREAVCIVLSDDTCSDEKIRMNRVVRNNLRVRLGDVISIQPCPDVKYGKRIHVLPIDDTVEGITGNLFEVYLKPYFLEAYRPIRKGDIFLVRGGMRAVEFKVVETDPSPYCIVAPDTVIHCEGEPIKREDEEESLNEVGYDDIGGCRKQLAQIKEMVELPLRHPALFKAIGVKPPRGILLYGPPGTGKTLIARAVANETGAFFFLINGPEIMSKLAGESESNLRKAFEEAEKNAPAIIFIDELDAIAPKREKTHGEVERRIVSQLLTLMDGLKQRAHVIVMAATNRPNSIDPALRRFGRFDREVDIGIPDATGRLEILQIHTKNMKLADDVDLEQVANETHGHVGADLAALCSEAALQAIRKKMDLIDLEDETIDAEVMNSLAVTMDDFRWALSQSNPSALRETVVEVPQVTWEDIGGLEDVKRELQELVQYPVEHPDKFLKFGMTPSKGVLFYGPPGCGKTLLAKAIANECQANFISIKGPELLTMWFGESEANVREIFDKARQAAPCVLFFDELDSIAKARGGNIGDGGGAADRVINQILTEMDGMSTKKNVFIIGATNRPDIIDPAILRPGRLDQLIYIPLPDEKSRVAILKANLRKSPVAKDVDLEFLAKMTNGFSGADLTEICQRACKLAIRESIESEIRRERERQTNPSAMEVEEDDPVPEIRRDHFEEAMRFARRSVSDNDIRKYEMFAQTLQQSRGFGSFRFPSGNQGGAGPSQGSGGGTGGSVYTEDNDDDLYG
KLK5 inh: human KLK5 protease inhibitors, primary screen, biochemical, 1536-well; recombinant hK5, fluorogenic AMC substrate cleavage; inhibition, % at 5 µM; hit rate 0.59% among 210,000;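 active = inhibition of 40% or more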;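 also: 0% = enzyme controls without compound and 100% = no-enzyme blanks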
Target sequence (Q9Y337 67-293 limits assumed): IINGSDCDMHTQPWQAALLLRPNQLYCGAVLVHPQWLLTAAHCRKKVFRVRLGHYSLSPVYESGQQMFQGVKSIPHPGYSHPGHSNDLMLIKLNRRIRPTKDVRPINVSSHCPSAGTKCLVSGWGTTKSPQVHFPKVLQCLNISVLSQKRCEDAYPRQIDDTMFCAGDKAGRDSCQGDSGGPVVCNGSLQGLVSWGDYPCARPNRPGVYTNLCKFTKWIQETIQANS
FXIIa inh: human FXIIa protease inhibitors, primary screen, biochemical, 1536-well. AID 800, 2007. hit rate 0.3% among 220,000. purified FXIIa, Boc-QGR-AMC fluorogenic substrate, 2 h. inhibition, % at 5 µM; in the data active = inhibition above about 40%;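 also: 0% = enzyme with no compound and 100% = blank without enzyme; many of its hits are not listed in these tables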
KCC2 mod: KCC2 cotransporter modulators, thallium flux, primary screen, cell-based, HEK293 KCC2, FluoZin-2 fluorescence, MLSMR | Solute carrier family 12 member 5 (Homo sapiens), Q9H2X9 | hit rate 2.2% among 190,000 | B-score of Tl+ flux slope (higher = more flux/activation; lower = inhibition) at 10 µM | KCC2 cells, thallium flux FluoZin-2 fluorescence;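 active = thallium flux slope and its plate-corrected score both differing from the plate sample mean at a set confidence after two filtering rounds, in either direction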;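 also: slope of fluorescence scaled to starting intensity during 10 to 20 s after thallium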
Starred values were filed as active, the others as inactive; x = not tested or not shown; [ ] = another dose, or the depositor's remark.

SMILES	Thrombin inh	Furin inh	Wee1 stabilizer	PERK inhibitor	FXIa inh 1536	p97 ATPase inh	KLK5 inh	FXIIa inh	KCC2 mod
N#C/C(=C/c1ccc(N2CCCCCC2)o1)c1ccc(Cl)cc1	-4	-7[20 µM]	3	-0.7	-3	0	-3	3	x
O=C(Nc1cccc(-c2nnc(-c3ccccc3)o2)c1)C1CC1	1	-27	3	0.0	2	-6	4	8	-1.3
Cc1ccccc1N/N=C1\CCCNC1=O	-6	-15	0	1.2	-3	0	-3	4	-0.15
CCOC(=O)c1c(Nc2ccccc2)sc(/C=C2\C=Nc3ccccc32)c1O	3	3[20 µM]	-2	-0.6	3	3	1	10	1.2
Cc1nn(C2CCS(=O)(=O)C2)c(Cl)c1/C=C/C(=O)OCC(=O)N(C)C (stereo unspecified)	-4	-19	2	0.2	0	-1	x	6	0.12
CC(C)C12CN(C(=O)c3ccccc3[N+](=O)[O-])CC(C(C)C)(CN(C(=O)c3ccccc3[N+](=O)[O-])C1)C2=O	-3	-21	-4	-1.5	1	7	2	1	-0.94
O=[N+]([O-])c1cccc(-c2cc(C(F)(F)F)n3nc(-c4ccccc4)cc3n2)c1	-9	-10	-2	0.4	-2	4	1	-1	-0.71
CCOC(=O)c1ccc(-n2c(=S)sc3c(=O)[nH]c(C)nc32)cc1	-4	-22[20 µM]	-1	0.9	-22	1	3	-1	0.12
C/C(=C/Cc1c(O)cc2oc(C)cc(=O)c2c1O)COC1OC(CO)C(O)C(O)C1O (stereo unspecified)	-3	-8	-2	-0.2	-1	3	-16	10	0.024
Cc1cc2c(c(=O)o1)C(C1C=CCCC1)C(C#N)=C(N)O2 (stereo unspecified)	3	-21[20 µM]	0	-0.6	8	5	-21	12	x
Cc1cccc(N2CCN(C(=O)C3CCCN(S(=O)(=O)c4cnc[nH]4)C3)CC2C)c1 (stereo unspecified)	-3	-22[20 µM]	3	-0.1	2	-1	5	10	1.1
C=CC[N+](C)(C)CC(=O)OCc1ccccc1	5	-7	0	-0.2	10	-6	0	12	1.3
C=CCN(C(=O)CSC1=NC(=O)CN1C(C)=O)c1nc(C)c(-c2ccccc2)s1	-4	-6	-2	1.0	1	-1	4	8	10*
CCOc1ccc(NC(=O)c2ccc(N)cc2)cc1	-4	-25	-2	0.9	3	3	1	8	-0.056
CCN(CC)S(=O)(=O)c1cccc(C(=O)N[C@H](C(=O)Nc2nc3ccccc3s2)C(C)C)c1	-7	-3	1	-0.2	13	-6	-3	28	0.012
N#Cc1ccc(CSC2=NCCN2)cc1	-3	-27	9.8*	1.0	-2	6	3	10	1.1
O=C(CC1CCCC1)NCCc1cn2ccccc2n1	0	-13	-1	0.6	5	-3	6	12	0.38
CCOC(=O)NCc1ccc(Cl)c(Cl)c1	-5	-23[20 µM]	0	2.1	-11	0	-5	7	0.01
Cc1ccsc1CN1CCC(C(=O)NCc2ccccc2Cl)CC1	-4	-8	1	-0.7	4	3	0	4	x
Cc1ccc(C(=O)NC(=S)NNC(=O)c2ccccc2[N+](=O)[O-])cc1	8	-20[20 µM]	4	0.6	10	3	-73	18	1.7
CC(C)OCCCNc1ncc2c(n1)CC(c1ccccc1)CC2=O (stereo unspecified)	-2	-22	7	1.1	-1	0	1	11	-0.75
O=C(Cn1c(NCCCO)nc2ccccc21)c1ccc(Br)cc1	5	-4	-1	-1.1	9	-1	-15	17	-0.047
COC(=O)CC1(C(=O)OC)Oc2ccc(Br)cc2C(=O)N1c1cc(Cl)cc(Cl)c1 (stereo unspecified)	-4	-11	-3	1.2	4	2	-1	9	-0.62
Cc1ccc2c(c1)c1c(n2CC(O)CNC(CO)(CO)CO)CCCC1 (stereo unspecified)	3	-24	1	0.0	6	-1	0	11	x
COc1ccc(Nc2nnc(SCC3CCCCO3)s2)cc1 (stereo unspecified)	0	-14	4	-0.4	4	2	3	10	-0.18
SMILES	Thrombin inh	Furin inh	Wee1 stabilizer	PERK inhibitor	FXIa inh 1536	p97 ATPase inh	KLK5 inh	FXIIa inh	KCC2 mod
CC(=O)Nc1nnc(COc2ccc(Cl)cc2)s1	-6	-21	0	0.5	7	4	-3	7	0.055
CC(C)(C)NC(=O)NC(=O)COc1ccccn1	5	-15	7	1.2	0	5	6	13	1.4
Cc1c(C(=O)Nc2cccc3cccnc23)oc2ccccc12	-2	-12	1	0.6	-4	4	-21	8	0.34
Cc1ccc(C)c(NC(=O)COC(=O)c2cccc3c2C(=O)c2ccccc2C3=O)c1	4	11	7	0.3	5	-2	-2	12	-2.5
CCOc1ccc(N2C(=O)S/C(=C\c3cc(OC)c(OC)c(OC)c3)C2=O)cc1	3	-22	-4	0.2	4	4	4	14	-0.037
COc1cccc(OC)c1OCC(C)CNCC1CCCO1 (stereo unspecified)	-5	-2[20 µM]	0	-1.0	-5	-3	-4	3	-0.73
O=c1c2c(nc3nc(CCc4ccccc4)[nH]n13)CCC2	-1	-8[20 µM]	2	0.8	-6	1	-28	12	x
COc1ccc(/C=C2\CCCC3C2=NN(C(=O)CSc2n[nH]c(N)n2)C3c2ccc(OC)cc2)cc1 (stereo unspecified)	18	0	2	-0.3	32	15*	31	34	-0.73
Cc1cc(C)n(CC2CC(=O)N(c3ccc(F)c(Cl)c3)C2=O)n1 (stereo unspecified)	2	-21	3	-0.7	10	-1	0	22	x
O=C1CC(Nc2ccc(N3CCOCC3)cc2)C(=O)N1c1cccc(C(F)(F)F)c1 (stereo unspecified)	-3	-40	1	-0.1	3	2	-20	10	0.56
CC1CCN(c2ccc(S(=O)(=O)NC3=NCCCCC3)cc2[N+](=O)[O-])CC1	-5	-20	5	-0.5	0	-5	12	7	-0.15
O=[N+]([O-])c1ccc(C2CN=C(Nc3ccccc3)S2)cc1 (stereo unspecified)	-13	0	2	-0.4	-4	-9	0	4	0.26
CCN(CC)c1cc(Oc2ccccc2)ncn1	0	2[20 µM]	0	-0.7	0	-9	7	12	-0.0052
O=C(CNC(=O)C1CCCCC1)Nc1ccccc1Cl	14	-10	7	-0.6	11	-8	-9	13	-0.094
Cc1cc(C)c(S(=O)(=O)N2CCCOC2CNC(=O)C(=O)NCc2ccccn2)c(C)c1 (stereo unspecified)	3	-15	-1	1.5	-1	1	0	12	0.29
OC(COc1ccccc1)CN1CCN(c2ncccn2)CC1 (stereo unspecified)	3	-25[20 µM]	-1	1.5	1	1	-10	10	-0.45
COc1ccc([N+](=O)[O-])cc1NC(=O)C(C)OC(=O)/C=C/c1ccco1 (stereo unspecified)	1	-23	3	0.4	16	3	-6	10	-1.5
Cc1ccc2nc(-c3ccc(-c4ccccn4)s3)cn2c1	1	-139	6	-1.3	-13	7	-18	-33	-1.1
O=C(O)c1cccc(Nc2nc(N3CCOCC3)nc(N3CCOCC3)n2)c1	4	-26[20 µM]	-3	-0.3	-4	5	-23	9	-0.12
CCN1CCCC1CNCc1ccccc1OCc1ccc(F)cc1 (stereo unspecified)	-5	-17[20 µM]	0	-0.3	-10	-1	-8	-1	0.87
COc1ccc2oc3cc(C)[n+]([O-])c(-c4ccc(Br)cc4)c3c2c1	-7	-7	1	-0.2	-3	-6	-1	1	-1.1
O=C(Nc1nnc(-c2ccc(F)cc2)o1)c1ccco1	-1	-32	x	x	4	x	3	15	0.51
COc1ccc(C(CCN2CCOCC2)c2c(O)cc(OC)cc2OC)cc1 (stereo unspecified)	2	-23	x	x	0	x	-1	9	-0.6
COc1ccc(CCN(C)C2CC(=O)N(c3ccccc3)C2=O)cc1OC (stereo unspecified)	-4	-9	3	1.5	4	5	4	9	-1.6
Cc1cc(C)nc(-n2nc(C)c(Oc3ccccc3O)c2C)n1	5	-15	4	1.1	3	1	7	12	0.33

In the list so far, these contain two or more sulfur atoms.
SMILES	Thrombin inh	Furin inh	Wee1 stabilizer	PERK inhibitor	FXIa inh 1536	p97 ATPase inh	KLK5 inh	FXIIa inh	KCC2 mod
CCOC(=O)c1ccc(-n2c(=S)sc3c(=O)[nH]c(C)nc32)cc1	-4	-22[20 µM]	-1	0.9	-22	1	3	-1	0.12
C=CCN(C(=O)CSC1=NC(=O)CN1C(C)=O)c1nc(C)c(-c2ccccc2)s1	-4	-6	-2	1.0	1	-1	4	8	10*
CCN(CC)S(=O)(=O)c1cccc(C(=O)N[C@H](C(=O)Nc2nc3ccccc3s2)C(C)C)c1	-7	-3	1	-0.2	13	-6	-3	28	0.012
COc1ccc(Nc2nnc(SCC3CCCCO3)s2)cc1 (stereo unspecified)	0	-14	4	-0.4	4	2	3	10	-0.18

(cont.)
SMILES	Thrombin inh	Furin inh	Wee1 stabilizer	PERK inhibitor	FXIa inh 1536	p97 ATPase inh	KLK5 inh	FXIIa inh	KCC2 mod
Cc1cc(N2CCCCC2C)nc(-c2ccccc2O)n1 (stereo unspecified)	0	-11	-1	-1.1	0	2	4	9	0.72
O=C(CC1CCCCC1)NCCOc1ccccc1	-9	-6	1	0.2	-6	-4	-13	2	-0.71
CCOc1cc(/C=C/C(=O)c2ccc(C)cc2)ccc1OCC(=O)N(C)C	-2	-12	-2	-0.2	18	0	-4	11	0.3
O=C(NCCc1nnc2ccc(NCc3ccc(Cl)cc3)nn12)c1ccccc1	3	-14	0	1.1	-2	-1	-14	11	-0.017
O=[N+]([O-])c1cc(/C=N\Nc2nc(-c3ccccc3)cs2)ccc1O	14	-21	-2	1.6	2	9	-1	8	-1.6
CC1CC(C)CN(CC(C)(C)NS(=O)(=O)c2ccccc2)C1 (stereo unspecified)	-8	-12	-1	0.6	-6	-1	-8	0	0.08
CC(C)(C)S(=O)(=O)c1cnc(-c2cnccn2)nc1N	4	-16	0	1.5	1	-1	2	9	0.6
CCOC(=O)C(C)(C)N(Cc1ccccc1C)S(=O)(=O)c1ccc(Cl)c([N+](=O)[O-])c1	-1	-2	3	0.0	10	-4	-3	18	-1.5
Cc1nn(-c2ccccc2)c(Cl)c1C1C(C#N)=C(N)OC2=C1C(=O)CCC2 (stereo unspecified)	0	-6	3	-1.0	1	-3	-3	15	-0.56
CCOc1ccc(C(C)NC(=S)NC2CCCCC2)cc1 (stereo unspecified)	-4	-12	4	0.6	-6	-3	-17	-2	0.88
Cc1ccc(-c2nc3ccccc3o2)cc1NC(=S)NC(=O)/C=C/c1ccco1	4	-20[20 µM]	-3	0.1	4	0	-6	18	0.84
Cc1ncsc1CCOC(=O)c1ccc([N+](=O)[O-])cc1	-2	-10	-4	0.7	6	-1	-4	7	1
Cn1c(SCC(=O)NCc2ccc(F)cc2)nc2ccccc21	0	-4	-2	-0.5	6	1	0	11	-0.62
O=C(NCc1cccs1)C1CCC(=O)N1C1CCCCC1 (stereo unspecified)	-2	-30	2	0.7	4	2	-11	9	x
COc1ccccc1NC(=O)N(Cc1cc2cc(OC)c(OC)cc2[nH]c1=O)CC1CCCO1 (stereo unspecified)	-3	-17	0	-0.9	-3	8	3	-2	-3.3*

Screens deposited in PubChem BioAssay by several laboratories.
